Bioassay records: PubChem, several laboratories
GRK2 inh – compounds blocking aptamer binding on GRK2 – biochemical, human GRK2, bead flow cytometry, HTS, primary screen; Beta-adrenergic receptor kinase 1 (Homo sapiens), P25098; FAM-aptamer displacement from GRK2; inhibition of aptamer binding, % at 10 µM; 0.59% of 330,000 active;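 active = inhibition of aptamer binding above 40%, roughly 3 SD of noise, on plates passing a quality check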;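 note: median bead fluorescence of bound FAM aptamer so fluorescent compounds give negative values; no value below 0 was filed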
Target sequence (P25098 whole entry, looked up): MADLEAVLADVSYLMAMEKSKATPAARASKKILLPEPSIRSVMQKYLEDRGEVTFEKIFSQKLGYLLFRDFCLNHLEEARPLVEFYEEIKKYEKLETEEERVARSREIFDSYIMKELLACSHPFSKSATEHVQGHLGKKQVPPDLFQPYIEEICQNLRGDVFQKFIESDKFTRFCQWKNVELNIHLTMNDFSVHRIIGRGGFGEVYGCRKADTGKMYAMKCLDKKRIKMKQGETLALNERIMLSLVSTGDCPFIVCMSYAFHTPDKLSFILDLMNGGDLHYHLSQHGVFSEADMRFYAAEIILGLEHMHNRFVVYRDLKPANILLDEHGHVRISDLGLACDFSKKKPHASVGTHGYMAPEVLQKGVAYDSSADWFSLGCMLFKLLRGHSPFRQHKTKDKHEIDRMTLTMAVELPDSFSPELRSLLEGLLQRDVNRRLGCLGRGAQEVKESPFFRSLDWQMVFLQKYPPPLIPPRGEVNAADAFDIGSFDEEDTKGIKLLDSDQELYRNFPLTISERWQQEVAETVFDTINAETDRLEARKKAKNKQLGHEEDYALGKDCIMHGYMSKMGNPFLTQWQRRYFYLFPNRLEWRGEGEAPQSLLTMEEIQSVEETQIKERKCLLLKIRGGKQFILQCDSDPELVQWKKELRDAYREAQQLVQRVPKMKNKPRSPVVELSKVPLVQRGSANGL
VLA-4 inh – inhibition in human VLA-4 binding assay, primary screen, VLA-4 allosteric modulator project, MLPCN library, flow cytometry, VLA-4 expressing cells | Integrin alpha-4 (Homo sapiens), P13612 | ligand binding flow cytometry | inhibition, % (about 7 µM as worked out from the volumes in the protocol) | 0.2% of 330,000 active; in the data active = inhibition above about 50%
procasp3 activ – activators of human procaspase-3 D3A mutant, primary screen, biochemical, absorbance, PC-3 D3A mutant, single concentration. activation, % at 8.5 µM. recombinant procaspase-3 D3A, Ac-DEVD-pNA absorbance 405 nm. Caspase-3 (Homo sapiens), P42574. 0.11% of 330,000 active;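 active = activation above the mean of all tested compounds plus 3 SD, cut at about 21% in these data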;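 note: 0% = DMSO alone and 100% = DMSO wells spiked with extra 5 µM PC-3 D3A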
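Assay system: Procaspase-3 D3A mutant, all three cleavage aspartates alanine. Buffer or medium: Zinc-free HEPES saline buffer with Triton X-100. Times: 1 h compound preincubation, 2 h substrate hydrolysis at 25 °C. Measured by: 405 nm absorbance of p-nitroaniline, reads at 0 and 120 min. Read-out basis: percent activation relative to control range. Replicates: singlicate.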
core dimer inh – inhibitors of HCV core protein dimerization, primary screen, biochemical, TR-FRET, high-throughput; TR-FRET GST/Flag-core106 dimerization, 1536-well; inhibition, % at 5 µM; 0.33% of 300,000 active; AID 1899, 2009;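 active = inhibition above the mean of all tested compounds plus 3 SD, set per screening campaign, cut at about 45% in these data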
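Material: Tagged HCV core106 pair (GST and Flag) | Amount: GST-core106 13.5 nM, Flag-core106 17 nM | Medium: KF-containing HEPES buffer, pH 7.45, DTT, CHAPS, BSA | Reagent: Eu donor and XL665 acceptor anti-tag antibodies | Schedule: 4 h at 22.5 °C | Technique: Time-resolved FRET, ex 340 nm, em 617 and 671 nm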
proCasp7 act – procaspase-7 activators, primary screen, counter-screen for procaspase-3 activator project, biochemical, absorbance, HTS, human; recombinant procaspase-7, Ac-DEVD-pNA absorbance 405 nm; D23A/D198A/D206A triple mutant, cannot self-cleave; scale: DMSO 0, 5 µM enzyme 100; activation, % at 8.5 µM; 0.093% of 330,000 active;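 active = percent activation above the screen-wide mean plus 3 SD, cut at about 25% in these data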
Target sequence (P55210 whole entry D23A/D198A/D206A): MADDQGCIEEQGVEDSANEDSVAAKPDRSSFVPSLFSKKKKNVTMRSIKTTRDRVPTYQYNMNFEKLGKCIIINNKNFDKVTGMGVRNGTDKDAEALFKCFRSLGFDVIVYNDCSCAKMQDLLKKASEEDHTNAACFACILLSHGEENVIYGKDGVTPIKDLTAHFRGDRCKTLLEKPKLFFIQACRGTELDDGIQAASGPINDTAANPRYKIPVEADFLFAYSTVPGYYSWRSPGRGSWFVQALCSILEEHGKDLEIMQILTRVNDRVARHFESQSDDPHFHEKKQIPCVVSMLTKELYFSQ
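buffer or medium = Zinc-free HEPES/NaCl buffer, pH 7.4 | material = Procaspase-7 triple mutant (PC-7 D3A) | input = 2 µM procaspase-7 mutant as dispensed | signal = Epi-absorbance of released pNA at 405 nm, two timepoints | timing = 1 h preincubation, 2 h reaction | replicates = singlicate compound testing | evaluation = % activation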
Fh CTSL1 inh – Fasciola hepatica cathepsin L1 inhibitors, primary screen, counter-screen for PFM18AAP inhibitor project, biochemical, QFRET, fluorogenic peptide substrate; recombinant F. hepatica cathepsin L1, Z-Leu-Arg-MCA fluorescence; inhibition, % at 5.96 µM; 0.49% of 300,000 active;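 active = inhibition above the mean of all tested compounds plus 3 SD, set per screening campaign, cut at about 17% in these data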;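 note: 0% = plate median of test compound wells and 100% = 1 µM Z-Phe-Ala-diazomethylketone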
GASC-1 inh – inhibitors of GASC-1 histone demethylase, primary screen, biochemical, fluorescence, DELFIA europium; GST-JMJD2C(1-420) H3K9me3 demethylation; inhibition, % at 2.35 µM; 0.069% of 330,000 active; AID 2099, 2009;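 active = more than half of a compound's replicate wells show inhibition beyond 50%, single wells judged on their own value; inconclusive = some, but no more than half, of replicates pass 50% inhibition; inactive = no replicate passes 50% inhibition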;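 note: signal counts dimethyl H3K9 product captured on neutravidin plate; 0% = median of DMSO wells and 100% = 0.3 times that DMSO median; strong numbers were not always called active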
PP5 primary – PP5 phosphatase inhibitors, primary screen, biochemical, fluorescence; Serine/threonine-protein phosphatase 5 (Homo sapiens), P53041; purified PP5c, OMFP substrate fluorescence; 0.18% of 320,000 active; AID 1987, 2009; inhibition, % at 6.7 µM;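 active = inhibition above the campaign's mean inhibition across all tested compounds plus 3 SD, cut at about 9.5% in these data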;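 note: 0% = DMSO only and 100% = 100 µM cantharidin control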
PP1 inh – PP1-alpha phosphatase inhibitors, primary screen, counter-screen for PP5 inhibitor project, biochemical, fluorescence, OMFP substrate, single point | Serine/threonine-protein phosphatase PP1-alpha catalytic subunit (Homo sapiens), P62136 | purified PP1alpha | inhibition, % at 6.7 µM | 0.9% of 320,000 active;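 active = inhibition above the mean inhibition of all tested compounds plus 3 SD, computed separately for each screening campaign, cut at about 15% in these data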
Active calls of the source: *; ? = inconclusive; / = no result given; & = joins results of further samples.

SMILES	GRK2 inh	VLA-4 inh	procasp3 activ	core dimer inh	proCasp7 act	Fh CTSL1 inh	GASC-1 inh	PP5 primary	PP1 inh
O=C1CC(c2ccc(Cl)cc2)CC(O)=C1C=NCCO (centres undefined)	1	-13	1	-1	5	-1	0	-1.6	0
CC(=O)Nc1c([N+](=O)[O-])cc2[nH]c(=O)[nH]c2c1[N+](=O)[O-]	5	4	-4	-11	-8	-4	0	-1.8	-2
CC(NC(=O)C12CC3CC(C1)CC(n1cncn1)(C3)C2)C12CC3CC(CC(C3)C1)C2 (centres undefined)	0	7	1	4	1	-1	10	4.0	4
Cc1ccc(OCCCc2c(C)n[nH]c2C)cc1	0	3	4	-3	-2	0	4	1.3	3
Cc1cc(C)n(-c2nc(-c3ccccc3)cs2)n1	4	7	5	5	7	0	3	1.2	-5
CCOc1ccccc1Oc1c(C)oc2c(CN3CCN(C)CC3)c(O)ccc2c1=O	0	7	1	5	1	4	-2	-0.5	-3
CCOc1ccc(NC(=O)CC2C(=O)NCCN2C(=O)c2ccc(Cl)cc2)cc1 (centres undefined)	3	-5	-2	-1	-3	-1	-16	0.0	0
O=C(NC1CCCCC1)C(c1ccc(F)cc1)N(Cc1ccco1)C(=O)Cn1nnc2ccccc21 (centres undefined)	3	21	-3	3	-2	3	-13&3	-0.5	-3
COCCCN1C(=O)C(=O)/C(=C(/O)c2ccc(OC)cc2)C1c1ccc(O)c(OC)c1 (centres undefined)	0	-6	-2	-2	-1	-3	-5&2	2.3	2
COc1ccc(Nc2ncc(C(=O)N3CCN(Cc4ccccc4)CC3)c3ccccc23)cc1	2	-13	3	10	3	7	-5	5.2	0
Cc1nc([N+](=O)[O-])cn1CCCCN1C(=O)c2ccccc2C1=O	0	10	0	-2	-4	1	19	-0.9	3
COc1ccc2nc(N3C(=O)CC(Cc4cc(C)cc(C)c4)C3=O)sc2c1 (centres undefined)	0	-1	-1	11	13	1	-2	-0.2	-1

Next section (three carried over from the part before).
SMILES	GRK2 inh	VLA-4 inh	procasp3 activ	core dimer inh	proCasp7 act	Fh CTSL1 inh	GASC-1 inh	PP5 primary	PP1 inh
COc1ccc(Nc2ncc(C(=O)N3CCN(Cc4ccccc4)CC3)c3ccccc23)cc1	2	-13	3	10	3	7	-5	5.2	0
Cc1nc([N+](=O)[O-])cn1CCCCN1C(=O)c2ccccc2C1=O	0	10	0	-2	-4	1	19	-0.9	3
COc1ccc2nc(N3C(=O)CC(Cc4cc(C)cc(C)c4)C3=O)sc2c1 (centres undefined)	0	-1	-1	11	13	1	-2	-0.2	-1
COc1ccc(C2SCC(=O)N2Cc2ccccc2)cc1 (centres undefined)	0	-5	-2	-12	-4	-4	2	2.9	0
COc1ccc(NC(=S)Nc2ccccc2SC)c(OC)c1	1	-2	-14	0	-23	-3	-7	0.4	-5
CC(C)N(CC(N)=O)C(=O)c1sc2cc(F)ccc2c1Cl	0	-3	1	-2	-10	2	6	1.4	0
COC1CCCCC1NS(=O)(=O)c1ccccc1 (centres undefined)	0	10	-2	-13	6	-1	12	2.5	0
COc1cccc(OC)c1OCCCOc1ccc([N+](=O)[O-])cc1Cl	3	-21	1	-5	4	-3	-8	3.2	-4
O=C1CCC2S/C(=C/Nc3ccc(C(F)(F)F)cc3)C(=O)N12 (centres undefined)	0	5	-10	-2	-9	-3	5	-0.4	-2
Cc1noc(C)c1S(=O)(=O)Nc1ccc(C(C)C)cc1	0	4	7	2	10	0	14	1.4	7
O=c1[nH]c(/C=C/c2ccc(Br)cc2)nc2c1cnn2-c1ccccc1	2	2	11	-3	1	2	48	1.8	3
CCC(=O)Nc1c2c(nn1-c1cccc(Cl)c1)CSC2	0	-6	5	-3	0	0	4	2.0	0
Cc1nnc2sc(SCC(=O)Nc3cccc(Cl)c3)nn2c1=O	1	7	-5	-2	-4	-4	-12	-2.5	-1
Cc1c(OCC(=O)N2CCC(C(=O)O)CC2)ccc2c1oc(=O)c1ccccc12	3	2	8	3	-2	-3	?	3.7	-4
N#Cc1c(SCC(N)=O)nsc1SCc1ccccc1Cl	2	5	-3	3	-4	-3	2	2.5	1
Cc1ccc(C(=O)Nc2nnc(NC(=S)Nc3ccccc3)s2)cc1	1	3	-1	4	-3	1	3	3.3	21*
CC(C)CNC(=O)C1CCN(c2ccc(S(=O)(=O)N3CCOCC3)cc2[N+](=O)[O-])CC1	0	-8	-1	1	-7	-5	-1	-1.0	-3
CCOC(=O)c1c(OCC)[nH]c2c1cc(O)c1ccccc12	2	-5	-2	-56	-17	-1	-7	3.5	1
CC1CCCN(c2sc(S(C)(=O)=O)nc2S(=O)(=O)c2ccc(Cl)cc2)C1 (centres undefined)	1	-2	7	14	-10	-2	-5	2.1	0
COCCNC(=O)C(c1ccccc1F)N(C(=O)C(=O)NC1CCCC1)C1CCCCC1 (centres undefined)	0	34	4	1	-6	-5	-15	-1.4	-4
COc1ccc(C(=O)Nc2nncs2)cc1S(=O)(=O)N1CCOCC1	2	59*	-1	-9	-8	-1	-2	-0.4	-2
Cc1cc2nncn2c2ccccc12	3	-29	9	-10	5	-2	-4	4.3	-9
O=C(CC(=O)c1ccccc1O)c1cccc(F)c1	2	1	-16	4	-24	7	-2	2.2	-3
CSCCC(=O)N1CC[C@@H](N2CCN(c3ccccc3F)CC2)[C@H](O)C1	1	11	-4	5	-7	2	8	-0.6	0
CCc1ccc(-c2nc(CSCC(=O)NC3CC3)c(C)o2)cc1	2	32	0	5	-8	-2	-4	-1.0	-1
Cc1ccc(S(=O)(=O)N2CCCC(C(=O)NCC(C)C)C2)cc1 (centres undefined)	3	4	0	1	16	-1	-3	1.6	1
COc1ccc(OC)c(-n2c(-c3cccc(S(=O)(=O)N(C)C)c3)n[nH]c2=S)c1	0	13	-10	4	-7	0	-3	1.6	-6
O=C(Cc1cccs1)N/N=C/C(Cl)=C/c1ccccc1	6	2	-7	15	5	1	-2	0.5	4
COC(=O)c1ccc(CN2CCN(C3CCCC3)C(CCO)C2)cc1 (centres undefined)	0	5	2	1	-4	1	-6	0.3	0
Cc1ccc(CNC(=O)c2ccc(N3CCC4(CC3)CC(c3cccc(Br)c3)=NO4)c(NC(=O)c3ccc(Br)cc3)c2)cc1	0	2	3	/	1	/	/	/	/
CCOc1ccc2ccccc2c1/C=N\NC(=O)c1ccc([N+](=O)[O-])cc1	1	19	6	9	-11	-2	-1	3.1	-3
C=CCNc1nc(C(=O)OCC(=O)c2ccc(C)c([N+](=O)[O-])c2)cs1	0	-22	-11	18	-3	-17	5	0.0	4
CCOc1ccc(C(=O)NC2CCN(C(=S)NCc3ccco3)CC2)cc1	0	8	-2	-8	-8	3	-8	-0.1	-6
c1cc2nnnn2nc1N1CCCCC1	0	-14	8	-8	5	8	-2	-1.1	-1
COc1cc(NC(=O)COC(=O)Cc2ccsc2)cc(OC)c1	0	-9	8	/	-3	/	-2	0.5	6
O=C(c1ccccc1Cl)N1CCN(S(=O)(=O)c2cccs2)CC1	2	22	-4	-8	6	2	15	0.3	-1
O=[N+]([O-])c1ccc2[nH]c3c(c2c1)CCCC3	4	5	5	-9	2	0	-8	2.9	0
C=CCn1c(SCc2csc(C)n2)nc2sc3c(c2c1=O)CCCC3	4	7	0	9	5	-1	-2	1.9	1
COC(=O)[C@H]1C[C@@H]1[C@H](NC(=O)c1cnccn1)c1ccccc1	1	-1	7	-9	-4	2	-2	0.0	-2
CCCCNc1c(-c2ccc(OC)c(Sc3ccc(OC)cc3)c2)nc2ccc(Cl)cn12	0	-9	2	/	-6	/	/	/	/
CCN1CCN(Cc2nnc(-c3ccccc3)o2)CC1	4	10	-1	7	7	1	-10	-4.0	-2
O=C1OC(CO)CN1Cc1ccccc1 (centres undefined)	2	10	-11	-4	-9	-2	5	0.6	-1
Cn1c2c(c(=O)[nH]c1=O)C(c1ccc(O)cc1)C1=C(N2)c2ccccc2C1=O (centres undefined)	0	17	-2	-27	-2	0	-12	1.6	1
O=C(CN1CCSCC1)N/N=C/c1ccc(F)cc1F	0	0	-1	-4	2	-2	18	2.5	-5
O=c1oc2c(Cl)cc(Cl)cc2cc1-c1nnc(Nc2ccccc2F)s1	0	-26	-5	-1	-8	-2	0	-1.4	-6
C/C(=N\NC(=O)c1cc(C)oc1C)c1ccc2ccccc2c1	1	-12	5	-8	-5	2	-24	0.0	-2
Cc1ccc(CNCc2cc(Cl)ccc2O)cc1	0	-4	-2	-1	-5	-3	1	3.3	-4
C=CCn1c(C(C)NC(=O)C(C)(C)C)nc2ccccc21 (centres undefined)	0	-10	3	-5	10	5	4	1.3	1
O=C(COC(=O)c1cc([N+](=O)[O-])ccc1N1CCOCC1)NC1CCS(=O)(=O)C1 (centres undefined)	1	5	-2	1	1	3	6	-2.4	-5
O=C(COC(=O)c1cc(=O)[nH]c2ccccc12)NC(=O)c1ccccc1	68*	-1	13	0	12	-2	1	-2.5	-5
COc1ccc(N2CSC3=C(C#N)C(c4cc(OC)c(OC)cc4OC)CC(=O)N3C2)c(OC)c1 (centres undefined)	4	-4	-25	9	-24	3	2&2	1.0	0
CCOCCCNC(=S)Nc1cc(OCC)c(NC(=O)c2ccco2)cc1OCC	0	3	-4	-2	-1	-3	0	0.4	-6
CCOc1cc(-c2c(C)c(CC)nc(N)c2C#N)ccc1O	0	6	6	-2	4	-3	7	2.0	-1
CCCN(C(=O)c1c(-c2ccccc2)noc1C)c1c(N)n(Cc2ccccc2)c(=O)[nH]c1=O	1	3	3	/	4	/	-7	1.0	-1
O=C(NCCCN1CCN(c2ccc(F)cc2)CC1)C1CCCN(c2ncnc3c2nc2n3CCCCC2)C1 (centres undefined)	0	-5	3	0	9	0	12	-2.8	-6
CCc1ccccc1NC(=O)CCS(=O)(=O)c1ccc(OC)cc1	53*	11	2	-288	-2	-5	-4	-2.0	37*

This is a random part of the collection; overall some 2.6% were active at least once.
